# Assay outcomes from PubChem BioAssay.
# PhoP GFP inhibition: PhoP regulon inhibitors, Salmonella typhi PhoP promoter GFP reporter, confirmatory (AID 1850); Salmonella Typhi PhoP-promoter GFP reporter, fluorescence, 4 h; higher % means a stronger effect; one-dose inhibition, % at 50 µM; IC50 in µM for titrated hits; actives 0.33% (n = 310,000); in the data active = a potency from the dose series; inconclusive = inhibition mostly from about 25% at the one dose, without a potency; inactive = the rest, 99 in 100 with inhibition below about 19%;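 note: 0% = induced wells with vehicle and 100% = uninduced wells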
# inhibitors of VEEV: inhibitors of VEEV TC-83 cytopathic effect, confirmation, Vero cells (AID 588727); Vero cells, VEEV TC-83 cytopathic effect inhibition; higher % means a stronger effect; one-dose inhibition, % at 20 µM; IC50 in µM for titrated hits; actives 0.13% (n = 350,000); in the data active = a potency from the dose series; inconclusive = inhibition mostly from about 14% at the one dose, without a potency; inactive = the rest, 99 in 100 with inhibition below about 12%; note: strong numbers were not always called active
# M. tuberculosis HTS: M. tuberculosis growth inhibition, HTS (AID 449762). M. tuberculosis H37Rv growth inhibition, 7H9 media; higher % means a stronger effect. actives 0.59% (n = 330,000). inhibition, % at 25 µM, or IC50 in µM where a hit was titrated; in the data active = a potency from the dose series; inconclusive = inhibition above about 70% without an active follow-up result;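 note: bacterial growth assessed after seven days of incubation; strong numbers were not always called active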
# influenza NS1A: H1N1 influenza NS1A inhibitors, functional cell based assay (AID 504329); NS1A functional cell-based assay, percent inhibition; higher % means a stronger effect; actives 0.3% (n = 340,000); inhibition, % at 12.5 µM, or IC50 in µM where a hit was titrated; in the data active = a potency from the dose series; inconclusive = inhibition above about 27% without an active follow-up result; note: strong numbers were not always called active
# tuberculosis growth: growth inhibition of non-replicating M. tuberculosis (AID 488890). inhibition, % at 25 µM; hits with a dose series show IC50 in µM. Mycobacterium tuberculosis non-replicating, growth inhibition; higher % means a stronger effect. actives 0.39% (n = 320,000); in the data active = a potency from the dose series; inconclusive = inhibition mostly from about 82% at the one dose, without a potency; inactive = the rest, 99 in 100 with inhibition below about 76%;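 note: plate controls were DMSO cells for no effect and high antibiotic wells for full effect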
# inhibitors of VEEV 10K pilot screen: further read-out of inhibitors of VEEV, marked with its call; inhibition, %; measured here: 10K pilot screen inhibition
# Numbers without * were called inactive; i = inactive; ? = inconclusive; nt = not tested or not shown.
# Start of the data: the first five compounds, to show the layout:
SMILES,PhoP GFP inhibition,inhibitors of VEEV,M. tuberculosis HTS,influenza NS1A,tuberculosis growth,others
CC1CCCN(C2=NC(=O)/C(=C/c3cn(-c4ccccc4)nc3-c3cccc(S(=O)(=O)N(C)C)c3)S2)C1 (configuration not stated),-8%,4.2%,-10%,-2%,-10%,
CN(C)S(=O)(=O)c1cccc(C(=O)Nc2ccccc2Cl)c1,-4%,i,-1%,0%,-2%,inhibitors of VEEV 10K pilot screen=1.6
COc1ccccc1CNC(=O)CCNS(=O)(=O)c1ccc2c(c1)CC(C)N2C(C)=O (configuration not stated),0%,i,-1%,7%,11%,
COc1cc(/C=N\NC(=O)CC(=O)NCCc2ccccc2)ccc1O,9%,i,-11%,3%,-1%,
C=CCOc1ccc(C(c2c(C(=O)O)[nH]c3ccccc23)c2c(C(=O)O)[nH]c3ccccc23)cc1,-5%,0.8%,-3%,-2%,17%,

# The list itself, from the start:
SMILES,PhoP GFP inhibition,inhibitors of VEEV,M. tuberculosis HTS,influenza NS1A,tuberculosis growth,others
CC1CCCN(C2=NC(=O)/C(=C/c3cn(-c4ccccc4)nc3-c3cccc(S(=O)(=O)N(C)C)c3)S2)C1 (configuration not stated),-8%,4.2%,-10%,-2%,-10%,
CN(C)S(=O)(=O)c1cccc(C(=O)Nc2ccccc2Cl)c1,-4%,i,-1%,0%,-2%,inhibitors of VEEV 10K pilot screen=1.6
COc1ccccc1CNC(=O)CCNS(=O)(=O)c1ccc2c(c1)CC(C)N2C(C)=O (configuration not stated),0%,i,-1%,7%,11%,
COc1cc(/C=N\NC(=O)CC(=O)NCCc2ccccc2)ccc1O,9%,i,-11%,3%,-1%,
C=CCOc1ccc(C(c2c(C(=O)O)[nH]c3ccccc23)c2c(C(=O)O)[nH]c3ccccc23)cc1,-5%,0.8%,-3%,-2%,17%,
O=C(CSCc1nc2ccccc2[nH]1)N1CCN(c2ccc(F)cc2)CC1,4%,4.0%,10%,1%,39%,
c1ccc(CCNc2nnnn2-c2ccccc2)cc1,-19%,i,0%,6%,4%,
CC(Oc1ccc2c3c(c(=O)oc2c1)CCCC3)C(=O)NC1CC(C)(C)NC(C)(C)C1 (configuration not stated),-13%,1.1%,0%,-3%,11%,
Cc1ccc(-c2csc(NC(=O)c3cccc(C)c3)c2C(=O)O)cc1,1%,i,9%,5%,63%,
CCN(CC)CCN(C)Cc1nc(C(c2ccccc2)c2ccccc2)no1,-6%,i,-8%,-3%,22%,
Cn1c(=O)[nH]c(=O)c2c1nc(N1CCCCCC1)n2CCCSc1nnnn1-c1ccccc1,-7%,nt,-14%,nt,-1%,
CCC1(CC)NC(=O)N(CC(=O)OCC(=O)NC(=O)c2ccccc2OC)C1=O,-4%,4.1%,-7%,-9%,7%,
Cc1cc(C(=O)CSc2nnc(-c3ccco3)o2)c(C)n1CC1COc2ccccc2O1 (configuration not stated),nt,8.5%,nt,-14%,nt,
CCCC(C(=O)n1nc(C)cc1C)C(NS(=O)(=O)c1ccc(C)cc1)c1ccccc1 (configuration not stated),11%,6.5%,3%,4%,19%,
O=C(Nc1ccc2c(c1)OCCO2)c1cccc(Cl)c1Cl,-4%,i,12%,-3%,53%,
CC[n+]1c(C)cc(C)n1-c1ccccc1,6%,i,-4%,-6%,11%,
CN(Cc1ccccc1)C(=C(Cl)Cl)C(=C1NCCN1)[N+](=O)[O-],-15%,1.4%,3%,-3%,-4%,inhibitors of VEEV 10K pilot screen=1.8
O=C(Nc1ccccc1OC(F)F)c1ccc(Br)o1,3%,5.0%,6%,2%,45%,
Cn1cccc1/C=N/NC(=O)C(O)c1ccccc1 (configuration not stated),3%,1.6%,-2%,2%,-14%,
Cc1cc(OCC(=O)Nn2cnnc2)ccc1Br,-7%,3.0%,-3%,-13%,8%,
CC(C)(C)CN1C(N)=NC[C@@H]1c1ccccc1,-6%,0.6%,-8%,10%,-5%,
CCc1cc2c(=O)c(-c3ccc4c(c3)OCCO4)c(C)oc2cc1OS(C)(=O)=O,-1%,4.3%,7%,-2%,3%,
N#CC1=C(N)SC(N)=C(C#N)C1c1ccnc2ccccc12,-21%,0.6%,6%,1%,7%,
COc1cccc(NC(=O)c2ccc3c(c2)OCO3)c1,-1%,i,4%,-2%,27%,
CCC1(CC)C(=O)NC(=O)N(c2ccccc2)C1=O,nt,0.9%,nt,-5%,nt,
CCS(=O)(=O)c1ccc2oc(Nc3cc(Cl)ccc3OC)nc2c1,-2%,1.6%,-3%,-17%,-8%,
CCCNC(=O)Cc1c(OC)ccc2cc(Br)ccc12,0%,i,3%,-10%,17%,
O=C(Nc1ccc(-c2nc3ccccc3[nH]2)cc1)c1c(F)c(F)c(F)c(F)c1F,-1%,0.9%,3%,3%,-8%,
CC(=O)C1=C(C)NC(SCC(=O)c2ccc(F)cc2)=C(C#N)C1CC(C)C (configuration not stated),-1%,4.4%,6%,3%,-2%,
COc1ccc(OC)c(C(=O)/C=C/c2cccnc2)c1,0%,33%,?,-11%,?,
CCNc1sc(C(=O)c2cccs2)c(N)c1-c1nc2ccccc2s1,-9%,8.5%,?,6%,9%,
COc1ccc(Br)cc1/C=N/NC(=O)c1ccc(OC)c(OC)c1,15%,0.5%,-3%,8%,25%,
O=C(COC(=O)CCSc1ccccc1)NCc1ccccc1,18%,0.3%,9%,1%,40%,
O=c1c2ccccc2[nH]c(=S)n1Cc1cccnc1,-13%,6.0%,-16%,-1%,8%,
Cn1cc2ccc(N)cc2n1,nt,0.6%,nt,1%,nt,
O=C(NC(O)C(=O)c1ccccc1)c1cccs1 (configuration not stated),-15%,0.8%,-4%,2%,nt,
O=C(O)C1=CC[C@@H](c2ccc(Cl)cc2)N(S(=O)(=O)c2ccc(Cl)cc2)[C@H]1c1ccc(F)cc1,2%,0.3%,4%,7%,16%,
Cc1ccc(NC2c3ncccc3C(=O)N2Cc2ccco2)c(C)c1 (configuration not stated),-2%,i,0%,8%,16%,
CCOC(=O)c1cc2c(=O)n3ccccc3nc2n(C(C)C)c1=NC(=O)c1c(-c2ccccc2Cl)noc1C,-19%,7.4%,4%,-2%,-3%,
O=C(c1cc2nc(-c3ccc(Cl)cc3)cc(C(F)(F)F)n2n1)N1CCOCC1,-1%,0.4%,4%,5%,0%,
C[C@@]12C(=O)OC(=O)[C@]1(C)C1CCC2O1,-11%,i,0%,0%,7%,
COc1ccccc1C(=O)Nc1ccc2nc(SCC(=O)N(C)C)sc2c1,6%,5.8%,2%,-4%,9%,
COc1cc(C(C)=O)ccc1OCC(=O)Nc1cc(C)on1,nt,1.8%,-5%,-11%,-5%,
CCOc1ccc(NC(=O)CN2C(=O)NC(CCSC)C2=O)cc1 (configuration not stated),7%,1.4%,-3%,0%,-3%,
COc1cccc(C(C(=O)NCc2ccco2)N(Cc2ccco2)C(=O)Cn2nnc3ccccc32)c1 (configuration not stated),-2%,7.0%,6%,6%,-11%,
Cc1cc(C(=O)O)c(C)n1C1CC1,1%,0.2%,-4%,-6%,0%,
O=C1C(=O)N(Cc2cccnc2)C(c2cccc([N+](=O)[O-])c2)/C1=C(/O)c1ccc2c(c1)OCO2 (configuration not stated),-15%,0.1%,7%,1%,6%,
O=C(CSc1ccc(-c2ccco2)nn1)c1ccccc1,4%,i,10%,-2%,34%,inhibitors of VEEV 10K pilot screen=1.0
CC1=C(C(=O)OCc2ccccc2)C(c2ccccc2)NC(=O)N1CCCC(=O)O (configuration not stated),-4%,i,1%,-2%,-3%,
CC(C)Cn1c(N)c(C(=O)COC(=O)C2CCCCC2)c(=O)n(C)c1=O,-49%,3.7%,4%,-9%,6%,
O=C(CCNC(=O)c1ccc(Br)cc1)Nc1ncccc1O,-6%,2.0%,-3%,-8%,12%,
Nc1ccc(NC(=O)NC2CCCCC2)cc1[N+](=O)[O-],8%,0.8%,-1%,2%,8%,
COc1ccc(N=Cc2c(O)n(Cc3ccccc3)c(=S)[nH]c2=O)c(OC)c1,-9%,0.4%,47%,2%,-9%,
COc1ccc(C(C(=O)NC2CCCC2)N(C(=O)c2ccoc2C)c2ccccc2)cc1 (configuration not stated),-2%,2.2%,7%,-7%,71%,
CCCCC1=CC2=CC(=O)C(C)(OC(=O)CC)C(=O)C2=CN1CCc1ccccn1 (configuration not stated),5%,i,6%,18%,15%,
CCc1cc(=O)oc2c(C)c(OCC(=O)N3CCC(C(=O)O)CC3)ccc12,12%,0.3%,-4%,4%,0%,
CCOc1ccc(C(=O)N(Cc2ccc(N(C)C)cc2)C2CCS(=O)(=O)C2)cc1 (configuration not stated),5%,4.0%,-1%,5%,2%,inhibitors of VEEV 10K pilot screen=0.3
Cc1cc(C)c(S(N)(=O)=O)c(C)c1-n1cnnn1,2%,1.3%,1%,-7%,-3%,
CCCc1c(C(=O)Nc2cc(C(C)(C)C)on2)cnn1-c1ccccc1,-16%,1.9%,0%,-1%,-15%,
O=C1CC(SC(=Nc2ccccc2)Nc2ccccc2)C(=O)N1c1cccc(Cl)c1 (configuration not stated),7%,9.4%,-1%,5%,23%,inhibitors of VEEV 10K pilot screen=2.2
# (more compounds)
SMILES,PhoP GFP inhibition,inhibitors of VEEV,M. tuberculosis HTS,influenza NS1A,tuberculosis growth,others
CC(=O)Nc1ccc(C(=O)N/C(=C/c2ccccc2)C(=O)NCc2ccco2)cc1,-3%,2.2%,-1%,-5%,-1%,
Cc1cccc(NC(=O)CCS(=O)(=O)c2cc3c(cc2Cl)NC(=O)CO3)c1,7%,2.9%,5%,-4%,7%,
COc1ccc(NC(=O)CSc2ccccc2)c(OC)c1,1%,0.1%,5%,0%,63%,
CC(/C=C/C1(O)C(C)CC(O)CC1(C)C)OC1OC(CO)C(O)C(O)C1O (configuration not stated),8%,1.5%,-14%,-10%,-18%,
Cc1cccc(/C=N/NC(=O)c2ccc(F)cc2)n1,6%,1.9%,2%,-13%,74%,
CCCCCCC1CCC(C(=O)NC(CCSC)C(=O)NC(C(=O)OC)C(C)C)CC1 (configuration not stated),4%,1.0%,-4%,19%,7%,
O=[N+]([O-])c1ccc(C2NS(=O)(=O)N=C3CCCCCN32)cc1 (configuration not stated),-12%,3.8%,-6%,-12%,12%,
O=C(O)/C(=C\c1cccs1)c1ccc(F)cc1,-12%,4.0%,9%,-27%,5%,
O=C1/C(=C/c2ccncc2)SC(=S)N1C1CCS(=O)(=O)C1 (configuration not stated),-2%,6.8%,-4%,20%,36%,
Cc1cccc(-n2cnc(C(=O)NC3CCCCCC3)c2)n1,6%,1.0%,18%,0%,21%,
Cc1ccc(C)c(C(=O)CCC(=O)O)c1,-5%,0.2%,3%,22%,-39%,
Cc1nn(C)cc1/C=N/NC(=S)Nc1ccccc1,0%,0.9%,-8%,-1%,-3%,
COc1cccc(-n2c(SCC(=O)OC(C)C)nnc2-c2cccnc2)c1,-8%,i,14%,-17%,33%,
COC1=CC(=O)OC(C)(c2ccccc2)C1 (configuration not stated),nt,i,nt,-17%,nt,
COc1ccc(/C=C/C(=O)c2ccccc2)cc1Cn1nnc2ccccc21,2%,13%,9%,9%,51%,
C/C(=N\NC(=O)CNC(=O)c1ccc2c(c1)OCCO2)c1ccco1,15%,0.6%,3%,-3%,-14%,
Cc1ccc(S(=O)(=O)c2c[nH]c3cc4c(cc3c2=O)OCO4)cc1,7%,nt,-14%,nt,-7%,
CCc1ccc(-c2nc(CN3CCC(C(=O)NCCc4ccc(OC)c(OC)c4)CC3)c(C)o2)cc1,2%,i,?,11%,60%,
CCCN1CCC(NC(=O)Nc2ccc(OC)c(OC)c2)CC1,3%,0.3%,-9%,14%,-7%,inhibitors of VEEV 10K pilot screen=0.2
COc1ccccc1C1=NN(C(=S)Nc2ccccc2)C(c2ccco2)C1 (configuration not stated),2%,8.0%,29%,3%,23%,
O=C(O)CCN1C(=O)c2ccccc2C1=O,3%,i,-8%,7%,-8%,inhibitors of VEEV 10K pilot screen=1.4
O=C(CC1NCCNC1=O)NC1Cc2ccccc2C1 (configuration not stated),-1%,0.4%,-5%,nt,-2%,
CCOc1ncccc1C(=O)Nc1cccc(S(=O)(=O)N2CCCCC2)c1,nt,1.5%,-3%,3%,15%,
COc1ccc(NC(=O)CSc2nnc(N)s2)c([N+](=O)[O-])c1,11%,3.1%,0%,-1%,-8%,
O=S(=O)(NC1CCCC1)c1cc(F)ccc1F,-8%,i,-8%,-2%,-9%,
CC(C)CC(=O)Nc1c2c(nn1-c1ccc(F)cc1)CSC2,2%,0.1%,1%,-7%,nt,
NS(=O)(=O)c1ccc(NC=C2C(=O)OC3(CCCCC3)OC2=O)cc1,0%,3.1%,-4%,0%,9%,
Clc1ccc(CNC2CCCC2)cc1,-13%,0.3%,-6%,-2%,-9%,
COc1cc([N+](=O)[O-])ccc1-c1ccc(/C=N/NC(N)=O)o1,17%,0.9%,-1%,-10%,14%,
